aGal spleen mod – inhibitors or activators of human alpha-galactosidase in spleen homogenate | P06280 | human spleen homogenate, 4MU-alpha-Gal fluorescence, 40 min | Potency, µM (series often up to 80 µM), inactives show at the highest dose activity change, negative = inhibition, hits mostly inhibitors | 240,000 tested, 0.008% active | AID 2107;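 note: 0% = enzyme with vehicle and -100% = no enzyme basal signal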
Target sequence (P06280 32-429 limits assumed): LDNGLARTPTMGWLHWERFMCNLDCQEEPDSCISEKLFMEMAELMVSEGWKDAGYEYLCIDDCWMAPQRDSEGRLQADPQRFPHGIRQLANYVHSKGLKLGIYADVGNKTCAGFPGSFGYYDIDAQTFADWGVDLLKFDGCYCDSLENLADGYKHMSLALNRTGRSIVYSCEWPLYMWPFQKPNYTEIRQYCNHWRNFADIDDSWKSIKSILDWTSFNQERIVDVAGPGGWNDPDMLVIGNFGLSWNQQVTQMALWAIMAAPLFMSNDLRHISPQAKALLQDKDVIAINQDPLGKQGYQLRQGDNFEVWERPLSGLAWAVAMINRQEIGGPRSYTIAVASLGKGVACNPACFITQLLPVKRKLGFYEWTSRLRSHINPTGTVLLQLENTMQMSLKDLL
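Fluorogenic readout (Ex 365/Em 440 nm) of 4-methylumbelliferone released from 1 mM 4-MU-alpha-galactoside by spleen homogenate, 40 min at 37C, pH 5.0. Data normalized to no-enzyme and enzyme controls; Hill-equation AC50 from compound titrations.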
TRb SRC2 PPI – disrupts binding of human TR beta to SRC2 | 280,000 tested, 0.065% active | P10828 | Potency, µM (highest dose often 106 µM), for the others: at the top dose activity change, negative = inhibition, actives largely listed as inhibitors | TRbeta-SRC2 peptide binding, fluorescence polarization; receptor liganded with 1 µM T3;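 note: plate controls were bound peptide for no effect and peptide without receptor for full effect; nearly all actives have a fitted effect of over 50% in size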
Target sequence (P10828 whole entry, looked up): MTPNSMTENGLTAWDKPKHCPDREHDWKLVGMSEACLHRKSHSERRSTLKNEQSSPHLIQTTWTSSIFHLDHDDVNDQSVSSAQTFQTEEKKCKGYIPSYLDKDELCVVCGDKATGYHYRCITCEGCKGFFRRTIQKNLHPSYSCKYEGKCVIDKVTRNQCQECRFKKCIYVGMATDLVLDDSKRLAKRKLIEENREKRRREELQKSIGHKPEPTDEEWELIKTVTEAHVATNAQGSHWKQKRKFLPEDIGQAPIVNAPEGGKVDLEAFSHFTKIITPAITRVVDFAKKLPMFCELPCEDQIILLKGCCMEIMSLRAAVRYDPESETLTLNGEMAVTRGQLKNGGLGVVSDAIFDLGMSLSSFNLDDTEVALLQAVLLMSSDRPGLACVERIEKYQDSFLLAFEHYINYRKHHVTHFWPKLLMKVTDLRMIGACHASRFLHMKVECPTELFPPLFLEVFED
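TRb LBD 0.6 uM + Texas Red SRC2 peptide 20 nM, 1 uM T3, Tris buffer w/ 5% DMSO; compound pinned, 5 h RT; FP read ex 555/em 632; normalized to unbound and bound controls.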
TexasRed fluor – Texas Red fluorescence interference in TRb-SRC2 counter-screen. AID 1479. 280,000 tested, 0.29% active. Potency, µM (series often up to 106 µM), for the others: top-dose fluorescence change, negative = quenching. TRb/SRC2 Texas Red total fluorescence interference; active = well fitted curve in either direction with a large enough effect; inconclusive = small, poorly fitted or top-dose-only effect
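Human TRb ligand-binding domain at 0.6 uM with 20 nM Texas Red SRC2 peptide in Tris buffer containing 1 uM T3 and 5% DMSO, incubated with compound 5 h at ambient temperature. Total fluorescence (555/632 nm) calculated as parallel + 2 × perpendicular.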
The depositor's hits bear a star; ? = inconclusive; & = joins results of further samples. Unless noted, calls come from the whole dose curve; as a rule, active = well fitted inhibition curve with a large enough effect; inconclusive = small, poorly fitted or top-dose-only effect, or effect the other way; inactive = flat fitted curve, though single readings scatter. Unless noted, % is set by controls: 0 for no effect and ±100 for the full control effect; potency is the fitted concentration of half-maximal effect. An excerpt, so the mix of outcomes need not match the whole.

SMILES	aGal spleen mod	TRb SRC2 PPI	TexasRed fluor
Cc1noc(C)c1-c1ccc2ncnc(NCc3ccccc3F)c2c1	-2.3%	-1.3%	-1.3%
CC[C@]1(c2ccccc2)NC(=O)NC1=O	-11.0%	0.8%	2.5%
NCCCC[C@H](NC(=O)CNC(=O)[C@@H]1CCCN1C(=O)[C@H](Cc1ccc(O)cc1)NC(=O)CN)C(=O)N[C@@H](Cc1ccccc1)C(=O)O	0.0%	1.3%	-1.0%
COc1ccc(C=C2c3ccccc3C(=O)c3ccccc32)cc1O	2.3%	-2.1%	-0.6%
Cc1noc(C)c1-c1ccc2ncnc(NCc3ccccc3Cl)c2c1	-18.1%	-5.2%	0.9%
Cc1cccc(CN2CC34CCC(CC3S2(=O)=O)O4)c1 (centres undefined)	-3.0%	2.9%	-1.7%
COc1ccc(Br)cc1C1C2C=CCCC2(C)C(=O)N1Cc1ccccc1 (centres undefined)	1.8%	3.0%	0.1%
Cc1cccc(OCCCn2c(CO)nc3ccccc32)c1	-2.1%	-3.2%	-3.5%
CCC1(c2ccc(O)cc2)NC(=O)N(C)C1=O (centres undefined)	-6.2%	-2.8%	-0.8%
C/C=C1\COC(C(=O)NCCN2CCCC2)(C(F)(F)F)C=C1C=C1CCCCC1 (centres undefined)	7.9%	-0.4%	-1.1%
O=C1C[C@@H](c2ccccc2Cl)N1S(=O)(=O)c1ccccc1[N+](=O)[O-]	4.8%	-1.2%	1.0%
CN1C/C(=C/c2ccc(B(O)O)cc2)C(=O)/C(=C/c2ccc(B(O)O)cc2)C1	-3.4%	20.1%	-3.0%

Single records, as listed above:
`C/C=C1\COC(C(=O)NCCN2CCCC2)(C(F)(F)F)C=C1C=C1CCCCC1` (centres undefined) is listed with aGal spleen mod: 7.9%; TRb SRC2 PPI: -0.4%; TexasRed fluor: -1.1%
`COc1ccc(C=C2c3ccccc3C(=O)c3ccccc32)cc1O` is listed with aGal spleen mod: 2.3%; TRb SRC2 PPI: -2.1%; TexasRed fluor: -0.6%

Later entries:
SMILES	aGal spleen mod	TRb SRC2 PPI	TexasRed fluor
CC(C)C[C@H](NC(=O)CNC(=O)[C@H](C)NC(=O)[C@H](CC(C)C)NC(=O)[C@H](CCCNC(=N)N)NC(=O)[C@H](Cc1cnc[nH]1)NC(=O)[C@@H](NC(=O)[C@@H](N)C(C)C)[C@@H](C)O)C(=O)N[C@@H](CC(C)C)C(=O)N[C@@H](CO)C(=O)N[C@@H](CCCNC(=N)N)C(=O)N[C@@H](CO)C(=O)NCC(=O)NCC(=O)N[C@H](C(=O)N[C@H](C(=O)N[C@@H](CCCCN)C(=O)N[C@@H](CC(N)=O)C(=O)N[C@@H](CC(N)=O)C(=O)N[C@@H](Cc1ccccc1)C(=O)N[C@H](C(=O)N1CCC[C@H]1C(=O)N[C@H](C(=O)N[C@@H](CC(N)=O)C(=O)N[C@H](C(=O)NCC(=O)N[C@@H](CO)C(=O)N[C@@H](CCCCN)C(=O)N[C@@H](C)C(=O)N[C@@H](Cc1ccccc1)C(N)=O)C(C)C)[C@@H](C)O)C(C)C)C(C)C)C(C)C	6.3%	1.1%	-0.5%
CC1(C)CCC[C@@](C)([C@H]2CC[C@]3(C)[C@@H]2[C@H](O)C[C@@H]2[C@@]4(C)CC[C@H](O)C(C)(C)[C@@H]4CC[C@]23C)O1	6.1%	-1.9%	5.0%
CC1=C[C@@H](C)[C@@H](c2ccccc2)OC1=O	5.5%	0.0%	-1.8%
CC[C@H](C)[C@H](NC(=O)[C@@H](NC(=O)[C@@H](NC(=O)[C@H](CCC(=O)O)NC(=O)[C@H](CCC(=O)O)NC(=O)[C@H](CCC(=O)O)NC(=O)[C@H](C)NC(=O)[C@@H](N)CC(C)C)C(C)C)C(C)C)C(=O)N[C@@H](CCCNC(=N)N)C(=O)N[C@@H](CO)C(=O)N[C@@H](C)C(=O)N[C@@H](CC(N)=O)C(=O)N[C@@H](Cc1ccccc1)C(=O)N[C@H](C(=O)N[C@@H](CC(=O)O)C(=O)N[C@@H](CC(N)=O)C(=O)O)[C@@H](C)O	-23.4%	3.2%	-6.0%
CC[C@H](C)[C@H](NC(=O)[C@H](CCC(=O)O)NC(=O)[C@H](CO)NC(=O)[C@@H](NC(=O)[C@H](C)N)C(C)C)C(=O)N[C@@H](CCC(N)=O)C(=O)N[C@@H](CC(C)C)C(=O)N[C@@H](CCSC)C(=O)N[C@@H](Cc1cnc[nH]1)C(=O)N[C@@H](CC(N)=O)C(=O)N[C@@H](CC(C)C)C(=O)NCC(=O)N[C@@H](CCCCN)C(=O)N[C@@H](Cc1cnc[nH]1)C(=O)N[C@@H](CC(C)C)C(=O)N[C@@H](C)C(=O)N[C@@H](CO)C(=O)N[C@H](C(=O)N[C@@H](CCC(=O)O)C(=O)N[C@@H](CCCNC(=N)N)C(=O)N[C@@H](CCSC)C(=O)N[C@@H](CCC(N)=O)C(=O)N[C@@H](Cc1c[nH]c2ccccc12)C(=O)N[C@@H](CC(C)C)C(=O)N[C@@H](CCCNC(=N)N)C(=O)N[C@@H](CCCCN)C(=O)N[C@@H](CCCCN)C(=O)N[C@@H](CC(C)C)C(=O)N[C@@H](CCC(N)=O)C(=O)N[C@@H](CC(=O)O)C(=O)N[C@H](C(=O)N[C@@H](Cc1cnc[nH]1)C(=O)N[C@@H](CC(N)=O)C(=O)N[C@@H](Cc1ccccc1)C(=O)O)C(C)C)C(C)C	-5.9%	2.9%	?
O=C(c1ccc(OCCCc2cnc[nH]2)cc1)C1CC1	12.5%&-10.4%	0.1%&2.4%	3.0%&-2.9%
CC(C)C[C@H](NC(=O)[C@H](Cc1cnc[nH]1)NC(=O)[C@@H](N)Cc1cnc[nH]1)C(=O)NCC(=O)NCC(=O)N[C@@H](C)C(=O)N[C@@H](CCCCN)C(=O)N[C@@H](CCC(N)=O)C(=O)N[C@@H](C)C(=O)NCC(=O)N[C@@H](CC(=O)O)C(=O)N[C@H](C(=O)O)C(C)C	-8.9%	0.0%	-0.4%
CCCCCCC(=O)N1C/C=C\C(c2ccc(OC)cc2)N(Cc2ccc(F)cc2)C(=O)C1Cc1ccccc1 (centres undefined)	2.2%	-0.3%	-2.3%
CC(C)C[C@H](NC(=O)[C@@H]1CCC(=O)N1)C(=O)N[C@@H](Cc1ccc(O)cc1)C(=O)N[C@@H](CCC(=O)O)C(=O)N[C@@H](CC(N)=O)C(=O)N[C@@H](CCCCN)C(=O)N1CCC[C@H]1C(=O)N[C@@H](CCCN=C(N)N)C(=O)N[C@@H](CCCN=C(N)N)C(=O)N1CCC[C@H]1C(=O)N[C@@H](Cc1ccc(O)cc1)C(=O)O	-0.6%	0.3%	-2.3%
Cc1cc(CNC(=O)[C@]2(C(F)(F)F)C[C@H](CCC3CCCCC3)CCCO2)nn1C	0.2%	9.7%	-2.9%
COc1ccc(Cl)cc1N1C(=O)CC(Sc2ccccc2N)C1=O (centres undefined)	4.6%	-1.3%	-8.2%
CCCC[C@@H]1CCCO[C@@](C(=O)NCc2ccccn2)(C(F)(F)F)C1	-5.7%	-5.6%	-2.6%
CCCCCCCCCCCCCC[C@@H](O)[C@@H](O)[C@@H](N)CO	4.3%	2.6%	-1.3%
CCCCCCCCCCCCC/C=C/[C@@H](O)[C@H](CO)NC(=O)CCCCC	-12.5%	-0.8%	?
COc1ccc(C2CC(=O)Oc3c(C(CCN4CCOCC4)c4ccc5c(c4)OCO5)c(OC)cc(OC)c32)cc1 (centres undefined)	9.9%	1.4%	-2.0%
C/C=C1\COC(C(=O)NCc2cccc(OC)c2OC)(C(F)(F)F)C=C1C=C1CCCCC1 (centres undefined)	2.8%	5.8%	-0.2%
COc1cc(/C=C(\C#N)C(=O)Nc2nnc(C(F)(F)F)s2)ccc1OCc1ccc(C(F)(F)F)cc1C(F)(F)F	-10.3%	0.9%	0.4%
Cc1[nH]c(/C=C2/C(=O)Nc3ccc(S(=O)(=O)Cc4c(Cl)cccc4Cl)cc32)c(C)c1C(=O)N1CCCC1CN1CCCC1 (centres undefined)	-6.2%	12.6%	-10.0%
Cc1ccc(SCC(Cc2ccccc2)N2CCN(C)CCC2=O)cc1 (centres undefined)	1.2%	1.7%	-1.7%
Cc1cc(=O)oc2cc(NC(=O)CC(N)C(=O)O)ccc12 (centres undefined)	3.9%	-4.2%	-10.4%
O=c1cc(-c2ccc(O)cc2)oc2cc(OC3OC(CO)C(O)C(O)C3O)c(C3OC(CO)C(O)C(O)C3O)c(O)c12 (centres undefined)	4.2%	6.8%	-20.9%
C[C@@]12CCc3occc3[C@H]1CC[C@@]13C[C@@H](CC[C@H]12)[C@@](O)(CO)C3	-9.1%	4.1%	-2.0%
NC(Cc1ccccc1)C(O)c1ccco1 (centres undefined)	9.7%	9.2%	-0.7%
Cc1cc(NC(=O)OC(C)C)ccc1-c1ccc(NC(=O)OC(C)C)cc1C	1.9%	7.9%	0.3%

Part of the list above, with two lines to a compound.
Second line of a record – aGal spleen mod, TRb SRC2 PPI, TexasRed fluor
Cc1noc(C)c1-c1ccc2ncnc(NCc3ccccc3Cl)c2c1
    -18.1%, -5.2%, 0.9%
Cc1cccc(CN2CC34CCC(CC3S2(=O)=O)O4)c1 (centres undefined)
    -3.0%, 2.9%, -1.7%
COc1ccc(Br)cc1C1C2C=CCCC2(C)C(=O)N1Cc1ccccc1 (centres undefined)
    1.8%, 3.0%, 0.1%

Continued:
SMILES	aGal spleen mod	TRb SRC2 PPI	TexasRed fluor
CSCC[C@H](NC(=O)[C@H](CC(C)C)NC(=O)[C@H](Cc1c[nH]c2ccccc12)NC(=O)[C@H](CCC(N)=O)NC(=O)[C@@H](NC(=O)[C@H](Cc1ccccc1)NC(=O)[C@H](CC(=O)O)NC(=O)[C@H](CCC(N)=O)NC(=O)[C@H](C)NC(=O)[C@H](CCCNC(=N)N)NC(=O)[C@H](CCCNC(=N)N)NC(=O)[C@H](CO)NC(=O)[C@H](CC(=O)O)NC(=O)[C@H](CC(C)C)NC(=O)[C@H](Cc1ccc(O)cc1)NC(=O)[C@H](CCCCN)NC(=O)[C@H](CO)NC(=O)[C@H](Cc1ccc(O)cc1)NC(=O)[C@H](CC(=O)O)NC(=O)[C@H](CO)NC(=O)[C@@H](NC(=O)[C@H](Cc1ccccc1)NC(=O)[C@@H](NC(=O)CNC(=O)[C@H](CCC(N)=O)NC(=O)[C@H](CO)NC(=O)[C@@H](N)Cc1cnc[nH]1)[C@@H](C)O)[C@@H](C)O)C(C)C)C(=O)N[C@@H](CC(N)=O)C(=O)N[C@H](C(=O)O)[C@@H](C)O	0.5%	1.3%	0.9%
O=C(O)CCC1CCCC1	-7.0%	1.5%	-0.3%
CCCCCCCCCCOc1cc(OCCCCCCCCCC)cc(N(CC(=O)O)CC(=O)O)c1	-4.1%	-9.1%	-7.4%
COc1ccc(Br)cc1C1C2C=CCC(C)C2C(=O)N1Cc1ccccc1 (centres undefined)	-6.9%	-2.2%	-1.6%
C/C=C1\COC(C(=O)NCc2ccncc2)(C(F)(F)F)C=C1C=C1CCCCC1 (centres undefined)	4.0%	0.9%	-2.6%
COc1ccc(/C=C2\SC(=S)N(CC(=O)OCC(=O)Nc3cc(Cl)cc(Cl)c3)C2=O)cc1	5.6%	-2.5%	-1.0%
COc1ccc(-c2c(O)c3cc(O)cc(O)c3oc2=O)cc1	-4.2%	1.9%	-0.7%
CC(C)(C)OC(=O)N[C@@H](Cc1c[nH]c2ccccc12)C(=O)O	1.3%	-8.0%	-2.0%
CN1C(=O)CC2(C=CC(=O)C=C2OC(=O)c2ccccc2)c2ccccc21 (centres undefined)	2.8%	4.8%	-1.5%
C=C1CCN(C(CC(C)C)C(=O)Nc2nc3ccc(Cl)cc3s2)S(=O)(=O)c2ccccc21 (centres undefined)	8.2%	3.4%	-0.9%
C=C1CCN(C(Cc2ccccc2)C(=O)N2CCOCC2)S(=O)(=O)c2ccccc21 (centres undefined)	-0.4%	-0.6%	0.5%
